Bioassay records (PubChem BioAssay)
NPC1 prom act = activates the NPC1 promoter; 320,000 tested, 2.4% active; Huh7 NPC1 promoter luciferase reporter, 24 h; Potency, µM (highest dose often 9.22 µM), for the others: top-dose activation, usual class: activators;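 also: % of control where 0% means no effect; nearly all actives have a fitted effect of over 60% in size; reporter is driven by a mutant NPC1 promoter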
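Luminescence read-out of NPC1 promoter-driven luciferase in stably transfected Huh7 cells; compounds delivered in DMSO and left 24 h at 37C, 5% CO2, qHTS titration format.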
p53 reactivation = restores transcriptional activity of mutant p53 | H1299 p53-A138V BP100-luciferase reporter, luminescence, 24 h | Potency, µM (doses to about 92.2 µM), for inactives: at the highest dose activity change, positive = activation, most hits filed as activators | 320,000 tested, 0.063% active | AID 504706; also: % of control where 0% means no effect; nearly all actives have a fitted effect of over 45% in size
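p53-null H1299 cells stably carrying temperature-sensitive p53-A138V and a BP100-luciferase reporter were pinned with compounds (4-point, 1:5 series) and held 24 hrs at 37 deg C. Luminescence was read 10 min after detection reagent.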
uPA surface inh = blocks generation of uPA at the cell surface. cell surface uPA generation assay, qHTS. Potency, µM (highest dose often 38.3 µM), for inactives: at the top dose activity change, negative = inhibition, actives largely listed as inhibitors. 330,000 tested, 0.31% active; active = well fitted inhibition curve with a large enough effect; inconclusive = small, poorly fitted or top-dose-only effect; inactive = no such curve, though single readings can be large or run the other way; tested in mouse RAW 264.7 cells; also: % is scaled to controls: 0 for no effect and ±100 for the full control effect; nearly all actives have a fitted effect of over 55% in size
BRCA1 expr up = BRCA1 expression activation | 380,000 tested, 1.1% active | Potency, µM (series often up to 46.1 µM), without a hit: top-dose activation, usual class: activators | MCF7-BRCA1-FFLuc reporter, luminescence, 48 h; response scale: scaled: vehicle 0%, 10 µM genistein 100%; also: nearly all actives have a fitted effect of over 80% in size; some results filed as inactive show a strong effect at the top dose
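Activators of BRCA1 expression were detected as increased firefly luciferase luminescence in engineered MCF7 cells after 48 h compound incubation. Signals were scaled to genistein 10 microM as full activation.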
Rab9 promoter act = activators of Rab9 promoter; Potency, µM (doses to about 9.22 µM), for the others: top-dose activation, negative = inhibition, actives largely listed as activators; Huh7 Rab9 promoter-luciferase reporter, luminescence, 24 h; 320,000 tested, 2.8% active; also: % of control where 0% means no effect; nearly all actives have a fitted effect of over 60% in size
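Rab9 promoter-driven luciferase in stably transfected Huh7 cells; 1500 cells/well rested 2 h, exposed to compound in DMSO for 24 h at 37 °C, 5% CO2. Luminescence read 10 min after adding luciferase reagent at ambient temperature.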
FLuc counter = firefly luciferase modulation, counter-screen for miR-21 project | P08659 | purified FLuc, Km substrates, luminescence inhibition | Potency, µM (doses to about 57.5 µM), inactives show top-dose activity change, negative = inhibition, hits mostly inhibitors | 360,000 tested, 6.9% active | AID 588342;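 also: plate controls were vehicle for no effect and reference inhibitor for full effect; nearly all actives have a fitted effect of over 55% in size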
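Biochemical qHTS of compounds, final roughly 60 µM downward over six points, against 10 nM purified firefly luciferase using Km concentrations of substrates (10 uM D-luciferin, 10 uM ATP) in Tris acetate pH 7.5 buffer; luminescence output.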
ELG1 genotoxic = induces genotoxicity in HEK293T cells with luciferase-tagged ELG1; HEK293T ELG1-luciferase reporter, luminescence, 16 h; Potency, µM (series often up to 46 µM), without a hit: at the top dose activity change, positive = activation, most hits filed as activators; 330,000 tested, 1.3% active; also: % of control where 0% means no effect; nearly all actives have a fitted effect of over 60% in size
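Screening used a luciferase reporter fused to human ELG1 in HEK293T cells. Luminescence was read on a CCD plate imager after 16 hr exposure and 30 min ONE-Glo incubation.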
CXXC DNA block = inhibitors of human MLL CXXC domain-DNA interaction; MLL-CXXC / FITC-HOXA9 DNA fluorescence polarization; Potency, µM (highest dose often 115 µM), inactives show at the top dose activity change, negative = inhibition, usual class: inhibitors; 290,000 tested, 0.037% active; active = well fitted inhibition curve with a large enough effect in the polarisation, with a control signal flat, not every such curve was filed as active; inconclusive = small, poorly fitted or top-dose-only effect, or effect the other way, or a change in a side signal; inactive = no such curve, though single readings can be large or run the other way; the % refers to the polarisation
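Steps: dispense CXXC domain solution (7 uM) → pin compounds or unlabeled HOX-A9 DNA control → 5 min ambient → add FLSN-HOX-A9 solution (50 nM) → spin → 30 min ambient → fluorescence polarization. Tris pH 7.5/NaCl/DTT/BSA buffer.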
VP16 counter = counter-screen for ROR gamma inhibitors: Gal4-VP16 reporter | Drosophila S2 Gal4-VP16 UAS-luciferase, luminescence, 20 h | Potency, µM (doses to about 53.6 µM), inactives show at the highest dose activity, negative = inhibition, hits mostly inhibitors | 310,000 tested, 3.5% active;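 also: Gal4-VP16 expression switched on by copper sulfate through the metallothionein promoter; % is scaled to controls: 0 for no effect and ±100 for the full control effect; nearly all actives have a fitted effect of over 50% in size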
MBNL1-CUG inh = MBNL1-poly(CUG) RNA binding inhibition; Q9NR56; TR-FRET MBNL1-His/biotin-(CUG)12 binding, 665/545 ratio; Potency, µM (top dose mostly 57.5 µM), for inactives: at the highest dose activity change, negative = inhibition, usual class: inhibitors; 280,000 tested, 0.036% active; AID 2675; active = well fitted inhibition curve with a large enough effect in the signal ratio, with a control signal flat, not every such curve was filed as active; inconclusive = small, poorly fitted or top-dose-only effect, or effect the other way, or a change in a side signal; inactive = no such curve, though single readings can be large or run the other way; the % refers to the signal ratio; also: % is scaled to controls: 0 for no effect and ±100 for the full control effect
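Compounds (final 92 nM to 58 uM) are added to His-tagged MBNL1 and biotin-(CUG)12, then terbium anti-His antibody and streptavidin-XL665 (5 nM final). After 60 min at room temperature, the 665/545 nm ratio is read.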
RORg inh = inhibitors of mouse ROR gamma transcriptional activity; P51450; Drosophila S2 Gal4-RORgamma UAS-luciferase reporter, 20 h; Potency, µM (highest dose often 53.6 µM), without a hit: at the highest dose activity change, negative = inhibition, most hits filed as inhibitors; 310,000 tested, 5.4% active; AID 2551; also: % is scaled to controls: 0 for no effect and ±100 for the full control effect; nearly all actives have a fitted effect of over 60% in size
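Drosophila Schneider cells stably carrying a metallothionein-driven Gal4 DBD–ROR gamma fusion and a UAS-Photinus luciferase reporter were exposed to compound for 1 hr, then induced with copper sulfate (700 uM final) for 20 hr at ambient temperature before luminescence reading.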
* hit, by the source's call; ? = inconclusive; nt = not tested or not shown; & = joins results of further samples; [ ] = another dose, or the depositor's remark. Unless noted, calls follow the shape of the dose curve; as a rule, active = well fitted curve in the direction sought with a large enough effect; inconclusive = small, poorly fitted or top-dose-only effect, or another doubt; inactive = no such curve, though single readings can be large; an effect the other way counts as inactive or inconclusive. Potency is read from the fitted curve at half-maximal effect. An excerpt; the hit share may differ from the screen's.

SMILES	NPC1 prom act	p53 reactivation	uPA surface inh	BRCA1 expr up	Rab9 promoter act	FLuc counter	ELG1 genotoxic	CXXC DNA block	VP16 counter	MBNL1-CUG inh	RORg inh
C=CCNC(=S)/C(=C(/[O-])c1ccc([N+](=O)[O-])cc1)[n+]1ccccc1	1%	11%	-2%	-30%	14%	5%	-2%	11%	23%	?	29%
Cc1ccccc1NC(=O)NCCCCc1ccccc1	2%	12%	?	-48%	7%	?	0%	?	24%	0%	0%
Cc1nc(NCCN)c(C#N)c2c1COC(C)(C)C2	-4%	-1%	12%	-22%	-2%	2%	0%	-5%	-10%	-7%	8%
CCN1CCCC1CNC(=O)CSc1cc(=O)n(C)c2cc(Cl)ccc12 (stereo not drawn)	0%	-18%	1%	-8%	-7%	-1%	5%	1%	-1%	9%	-28%
CCCCOC(=O)CSC(=S)N(C)Cc1cccs1	4%	9%	6%	23%	8%	?	2%	6%	-2%	nt	9%
COc1ccc(/[N+]([O-])=C/c2ccco2)cc1	29%	?	?	8.9µM*	?	?	?	nt	nt	nt	nt
COc1ccc2nc(NC(=O)CSCC(=O)Nc3cc(C)on3)sc2c1	?	?	-9%	77%	5µM*	17µM*	?	nt	nt	nt	nt
NC(=S)NNc1ccc(Cl)c(Cl)c1	2%	-1%	-4%	-14%	-1%	1%	-6%	12%	10µM*	-6%	6.3µM*
COc1ccc(C(=O)O)cc1S(=O)(=O)N(C)CCc1cccnc1	2%	9%	-3%	-13%	-1%	2%	-12%	-12%	-13%	6%	0%
COc1ccc(Cc2nnc(NC(=O)c3ccco3)s2)cc1OC	2%	2%	-5%	7%	-5%	-3%	1%	1%	6%	-9%	4%
COc1ccccc1/C=C/C(=O)Nc1cccnc1	?	19%	2%	93%	?	?	?	2%	0%	?	?
CCC(=O)Nc1ccc(NC(=O)c2oc3ccccc3c2C)cc1	-5%	nt	-18%	-26%	-9%	5.4µM*	9%	-4%	8%	3%	43%
CSc1ncc(CN2CCC(C(=O)Nc3cccc(-c4cscn4)c3)CC2)cn1	-3%	-13%	1%	-29%	-3%	-2%	-13%	21%	-4%	-7%	25%
O=C(Nc1ccnc(-c2ccncc2)n1)c1ccc(F)cc1	-6%	0%	0%	-19%	1%	0%	-12%	-5%	-10%	-8%	-10%
CCOC(=O)C1=C(O)/C(=C/c2cn(CC(=O)N3CCCC3)c3ccccc23)SC1=Nc1ccccc1	-4%	-2%	4%	-15%	0%	?	3%	?	-9%	17%	?
CC(=O)c1cccc(S(=O)(=O)NCCC(=O)O)c1	-1%	2%	8%	-1%	2%	4%	1%	7%	3%	-3%	-1%
Cc1nc2scc(C)n2c(=O)c1S(=O)(=O)Nc1ccc(N2CCN(S(C)(=O)=O)CC2)cc1	0%	-8%	-13%	-34%	-8%	-2%&-7%	-5%[9.26 µM]	0%	-15%	0%	23%
Cc1ccnc2nc(C(=O)OCC(=O)NC(=O)NCc3ccco3)nn12	-2%	6%	-17%	-2%	-2%	-1%	0%	7%	-5%	6%	-8%
Cc1ccc(N2CC(C(=O)NC3CCC(C)CC3)CC2=O)cc1 (stereo not drawn)	-6%	10%	8%	8%	-1%	6%	5%	-1%	0%	0%	-12%
Cc1cc(C)cc(OCc2ccc(C(=O)NN)o2)c1	0%	1%	-18%	-33%	-3%	-2%	-1%	6%	-6%	5%	-32%
O=C(O)c1ccccc1	nt	8%	-10%	2%	nt	nt	0%	nt	-18%	nt	-19%
O=C(Cc1ccccc1)NCc1n[nH]c(=S)n1-c1ccccc1	-1%	-1%	2%	27%	1%	0%	-1%	6%	14%	7%	-33%
O=C1/C(=C/c2ccccc2)SC(=S)N1CCCC(=O)N1CCCCC1CCO (stereo not drawn)	-9%	10%	-24%	-63%	-5%	-18%	-10%	-13%	?	?	?
O=c1c(-c2nn[nH]n2)coc2ccc(Cl)cc12	-2%	17%	0%	-7%	-6%	-4%	-3%	4%	-4%[10 µM]	3%	-1%
COC(=O)c1ccc(N2Cc3ccccc3/C2=N\C(=O)Nc2ccccc2)cc1	7%	7%	1%	56%	-2%	0%	-2%	-2%	1%	-12%	27%
COc1ccc(NC(=O)CSCC(=O)Nc2cc(Cl)ccc2N2CCOCC2)cc1	-3%	1%	-3%	-41%	-2%	3%	1%	nt	nt	nt	nt
CN(c1ccccc1)S(=O)(=O)c1cccc(NC(=O)c2cc(=O)c3ccccc3o2)c1	-4%	0%	-12%	-37%	-15%	-1%	-16%	3%	-9%[10 µM]	?	?
CC(C)[C@H](NC(=O)NCCc1ccc(F)cc1)C(=O)O	2%	3%	4%	-23%	-2%	10%	0%	5%	1%	-10%	0%
OC[C@H]1O[C@@H](O[C@@H]2[C@@H](CO)O[C@@](O)(CO)[C@H]2O)[C@H](O)[C@@H](O)[C@H]1O	-4%	2%	17%	26%	1%	-1%	-7%	nt	nt	nt	nt
O/N=C1/CCc2cccc3cccc1c23	8%	-26%	8%	14%	11%	?	0%	-1%	1%	9%	38%
COc1ccc(-c2nc3n(c2Br)CCC3)cc1	2.8µM*	24%	1%	?	2.5µM*	7.6µM*	?	-6%	3%	-1%	-42%
N#Cc1ccc(OCC(O)CS(=O)(=O)c2ccccc2)cc1 (stereo not drawn)	-6%	-5%	nt	-4%	-6%	0%	-4%	4%	-23%[10 µM]	-4%	1%
O=C(c1cc2c(s1)-c1ccccc1S(=O)(=O)C2)N1CCN(Cc2ccccc2)CC1	-5%	2%	-29%	-4%	-12%	?	-18%	11%	?	?	?
O=C(COc1ccc([N+](=O)[O-])cc1)Nc1ccncc1	-1%	0%	-3%	-16%	-10%	-14%	-5%	-13%	-16%	?	12%
CCOC(=O)c1cn(-c2ccccc2CO)c2c(F)c(F)c(F)cc2c1=O	-4%	4%	-1%	-35%	-5%	-2%	-4%	-2%	11%	-9%	-40%
CC(C)NC(=O)/C(C#N)=C/c1cccc(NC(=O)c2ccccc2Cl)c1	9%	-17%	-6%	-7%	17%	?	-15%	6%	?	nt	?
COc1ccc2oc(C(=O)N3CCN(C/C=C/c4ccccc4)CC3)c(C)c2c1	-1%	4%	-3%	1%	-6%	-5%	-5%	nt	nt	nt	nt
O=C(NC(=S)Nc1ccccc1N1CCOCC1)c1cccs1	0%	8%	7%	-40%	-2%	-5%	1%	3%	14µM*	-7%	6.3µM*
CNC(=O)NC(=O)CSc1nnc(-c2ccc(F)cc2)n1CC1CCCO1 (stereo not drawn)	-4%	-2%	-4%	14%	-3%	1%	-1%	-3%	-30%	-5%	10%
CSc1ccc(C(=O)C2CCCN(C(=O)c3ccc4c(c3)OCO4)C2)cc1 (stereo not drawn)	2%	3%	11%	21%	-14%	-2%	-4%	-8%	-4%	-8%	44%
CCCCC(=O)Nc1ccc(C(=O)N2CCN(c3ccccc3OC)CC2)cc1	0%	-1%	nt	2%	-11%	6%	2%	6%	nt	-3%	0%[0.365 µM]
Cc1ccc(Oc2ccc3c(c2)C(=O)N(c2ccc(S(=O)(=O)Nc4nccs4)cc2)C3=O)cc1	-5%	-3%	nt	5%	-5%	19µM*	-2%	-17%	-21%	9%	44%
CCC(=O)c1ccc(CCCCCC(=O)O)s1	13%	20%	-1%	0%	4%	9.5µM*	12%	-16%	-4%	0%	-21%
Cc1c(NC(=O)/C(C#N)=C/c2ccc(-c3cc(Cl)ccc3Cl)o2)c(=O)n(-c2ccccc2)n1C	-2%	-14%	-7%	-32%	-12%	2%	-12%	-5%	3%	nt	7%[10 µM]
Cc1cc(N)n2nc(C)c(-c3ccc(Cl)cc3)c2n1	-12%	-3%	2%	-31%	-2%	-16%	1%	-3%	-24%	-4%	?
Brc1cccc(/C=N/Nc2nc(N3CCCCC3)nc(N3CCCCC3)n2)c1	0%	1%	nt	nt	1%	2%	-2%	-2%	0%	-6%	-5%
CN(C)C(CNS(=O)(=O)c1ccc(F)cc1)c1cccnc1 (stereo not drawn)	0%	7%	-6%	-2%	-4%	6%	-5%	0%	3%	0%	-5%
O=c1c(O)c(-c2ccccc2)oc2cc(O)cc(O)c12	nt	18%	4%	?	nt	nt	-5%	nt	-6%	nt	8%
O=C(NC1CCN(S(=O)(=O)c2cccc([N+](=O)[O-])c2)CC1)C1CCCCC1	0%	5%	-1%	-13%	8%	-2%	15%	5%	-4%	8%	7%
